# Assay outcomes (PubChem)
# TNAP activators = human TNAP enzyme activators, primary screen, biochemical, luminescent, no phosphate acceptor, uHTS (AID 1001) | 0.03% of 200,000 active | purified TNAP, luminescent activation assay, no phosphate acceptor; higher activation fold means a stronger effect | activation fold at 20 µM; hits with a dose series show EC50 in µM; in the data active = activation fold from about 3, or a potency from the dose series; inactive = the rest, 99 in 100 with activation fold below about 1.6; note: many of its hits are not listed in these tables
# T cell modulator = T cell immune modulators affecting CD8 T cell-vesicle binding; 2C CD8+ T cell-vesicle binding, flow cytometry; active compounds read low; calls only at 7 µM; 0.068% of 330,000 active; AID 2052;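 active = response, share of CD8 T cells binding vesicles, and their 90th percentile fluorescence all below set limits, cut at about 80% in these data, passing the limit was not always enough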
#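 Benchmarks: naked versus QL9-loaded vesicles / Assay system: purified 2C TCR transgenic mouse naive CD8+ T cells / Technique: high-throughput flow cytometry with anti-B7-1 and anti-CD8 staining / Timing: Cell–vesicle co-incubation 1.5 h at 37 °C, staining 20 min on ice / Read-out: percent CD8+ FL2 mean versus row control / Probe or stimulus: QL9-loaded Drosophila micro-vesicles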
# MT stabilize HCS = stabilizes microtubules in HeLa cells; 0.83% of 200,000 active; AID 2205; % tubulin-high responders, % at 10 µM; HeLa tubulin immunostaining HCS, 24 h; share of cells brighter than vehicle mean+2SD;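 active = plate Z-score above 3 for both tubulin-high and condensed-nucleus cell shares, with cell loss under 80%, at 10 µM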;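 note: anti alpha tubulin signal scored within the nucleus-defined area of each cell; some results filed as inactive read as strong as hits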
# Myeloid diff MLP = myeloid differentiation induction; ER-HoxA9 myeloid progenitors, lysozyme-GFP differentiation, flow cytometry; calls only at 10 µM; 1% of 360,000 active;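 active = normalized GFP-positive differentiation at or above the plate's own cutoff, the solvent-only control mean plus 3 SD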;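 note: cells exposed to compound for four days before flow analysis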
# Dynein transport = blocks dynein driven cargo transport along microtubules; 3617.4 mouse cells, GR-EGFP nuclear translocation imaging; test concentration mostly 20 µM; stimulated with dexamethasone, 1 µM; active compounds read low; z-score, hits read low; 0.47% of 220,000 active;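 active = plate z-score of nuclear minus cytoplasmic receptor signal below a set negative limit, without overly bright fluorescence or cell loss, cut at about -3.5 in these data, passing the limit was not always enough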;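 note: z-score of nuclear minus cytoplasmic ring GR-EGFP intensity difference per well; some compounds called inactive have numbers as strong as hits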
#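 Buffer or medium: Induction medium lacking tetracycline, stripped serum | Also added: Dexamethasone agonist, 1.0 µM final, for 30 min | Timing: 48 h induction, 1 h compound, 30 min dex at 37 °C | Detection: Formaldehyde fixation, Hoechst nuclear stain, 10x automated fluorescence imaging | Measure: Nuclear versus cytoplasmic GR-EGFP signal, averaged per well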
# Lipid droplet = hepatic lipid droplet formation modulation. AML12 mouse hepatocytes, oleate lipid droplets, BODIPY imaging. inhibition, % at 6.5 µM. 0.4% of 240,000 active;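 active = lipid droplet intensity inhibited by at least 50%, with more than 500 cells counted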
#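 Assay system: AML12 mouse liver cells | Compound: 6.5 µM single-point dosing | Schedule: Overnight exposure | Technique: Fluorescence imaging, 20x objective, two fields per well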
# bCat nuc transl = alters nuclear translocation of beta-catenin in HeLa cells; immunofluorescence imaging; nuclear translocation activity, % at 5 µM; 0.3% of 190,000 active; AID 1665;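 active = nuclear translocation activity above 50% at 5 µM, with a well cell count of 50 or more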;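 note: per-cell ratio of nuclear to cytoplasmic median beta-catenin stain intensity; plate controls were DMSO negative control for no effect and GSK-3 inhibitor IX positive control for full effect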
#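 Test system: human HeLa cell line; Doses: 5 µM primary, 0.02–20 µM confirmation; Incubation: 24 h compound exposure, 37°C; Detection: beta-catenin immunofluorescence imaging with DAPI; Read-out: beta-catenin nuclear/cytoplasmic ratio, % activation.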
# PMI inhibitors = MPI enzyme activity inhibition – biochemical, fluorescence intensity, coupled assay, primary screen (AID 1209); purified PMI enzyme, coupled fluorescence intensity; higher % means a stronger effect; one-dose inhibition, % at 20 µM; IC50 in µM for titrated hits; 0.42% of 190,000 active; in the data active = inhibition above about 50%;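 note: plate controls were DMSO vehicle for no effect and wells lacking substrate for full effect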
# Insulin prom up = MIN6 insulin promoter up-regulation; z-score at 5 µM; 0.3% of 190,000 active; MIN6 insulin promoter-GFP reporter, high-content imaging; active compounds read high; AID 1625;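 active = z-score above 3 at 5 µM with at least 500 cells counted in the well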
# Dynein transport cytoplasmic EGFP = recorded beside Dynein transport, whose call it bears; z-score; measured here: cytoplasmic GR-EGFP intensity; active compounds read high
# Dynein transport nuclear GR-EGFP = further read-out of Dynein transport, marked with its call; z-score; measured here: nuclear GR-EGFP intensity;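 lower value marks the stronger effect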
# Dynein transport cell count = second read-out of Dynein transport, no call of its own (marks repeat the call); z-score; measured here: cell count per field
# Insulin prom up cell count = second read-out of Insulin prom up, no call of its own (marks repeat the call); cell count; measured here: cytotoxicity, nuclei count;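 total cells summed across four imaged fields per well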
# Lipid droplet cells 6.5 µM = second read-out of Lipid droplet, no call of its own (marks repeat the call); cell count; measured here: cell count, cytotoxicity flag;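 cells counted across two imaged fields per well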
# bCat nuc transl cell count 5 µM = second read-out of bCat nuc transl, no call of its own (marks repeat the call); cell count; measured here: cell count, cytotoxicity flag
# T cell modulator vesicle-bound % = recorded beside T cell modulator, whose call it bears; double positive events, %; measured here: CD8+ vesicle-bound cell fraction;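 binding gate set so that unloaded-vesicle control wells show 10% double positive cells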
# MT stabilize HCS Hoechst-high % = also measured in MT stabilize HCS; calls as there; % Hoechst-high responders; measured here: nuclear condensation Hoechst responders;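 share of cells brighter than vehicle mean plus two SD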
# MT stabilize HCS cytotoxicity % = recorded beside MT stabilize HCS, whose call it bears; toxicity, %; measured here: cytotoxicity by cell density;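 0% = mean cell density of plate MIN control wells and 100% = no cells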
# Myeloid diff MLP GFP+ MAC1+ % = recorded beside Myeloid diff MLP, whose call it bears; GFP+ MAC1+ double positive, %; measured here: differentiation confirmed by MAC1 staining
# Active calls of the source: *; i = inactive; nt = not tested or not shown.
SMILES,TNAP activators,T cell modulator,T cell modulator vesicle-bound %,MT stabilize HCS,MT stabilize HCS Hoechst-high %,MT stabilize HCS cytotoxicity %,Myeloid diff MLP,Myeloid diff MLP GFP+ MAC1+ %,Dynein transport,Dynein transport cytoplasmic EGFP,Dynein transport nuclear GR-EGFP,Dynein transport cell count,Lipid droplet,Lipid droplet cells 6.5 µM,bCat nuc transl,bCat nuc transl cell count 5 µM,PMI inhibitors,Insulin prom up,Insulin prom up cell count
CC(C)(C)n1nnnc1CN(Cc1ccco1)Cc1cc2cc3c(cc2[nH]c1=O)OCO3,1.1,i,30,3.7,1.7,6.0,i,0.6,-0.36,-0.23,0.0036,1.2,-18,654,-0.8,1097,16%,-0.61,1234
COc1ccc(OC)c(-c2cc(C(=O)Nc3ccc(F)cc3F)no2)c1,1,i,26,1.5,2.2,18,i,0.4,-0.26,-0.21,0.67,-1.1,-21,734,-0.9,1060,-20%,-0.4,1167
CCOc1ccc(N(CC(=O)NCCC2=CCCCC2)S(=O)(=O)c2ccccc2)cc1,1.1,i,50,2.9,2.0,4.1,i,1.0,0.32,-0.27,0.47,-0.33,0,715,-1.1,1067,14%,1.1,1503
Cc1ccc(C)c2c1sc(=NC(=O)CN1C(=O)CCC1=O)n2C,1.2,i,36,3.8,4.3,3.2,i,3.9,-0.31,-0.24,-0.17,0.13,nt,nt,nt,nt,-5%,-0.5,979
CCCC(=O)N1CCN(c2nc(CC(C)C)c3c(c2C#N)CCC3)CC1,1,i,41,5.4,4.0,4.0,i,0.3,-0.78,-0.017,-0.95,0.32,nt,nt,-3.1,841,11%,0.66,1085
CN1CCC(N(C)C(=O)NC2CCCCC2)CC1,1.1,i,10,1.3,0.9,1.6,i,0.3,-0.45,-0.27,-0.23,0.025,4,690,-6.4,1139,2%,-0.3,1651
C=CSc1sc(Cl)c(N(C)C)c1[N+](=O)[O-],1.1,i,44,1.8,1.6,12,i,0.1,-1.1,-0.23,-0.35,0.64,21,739,-2.3,990,22%,nt,nt
CCOC(=O)C1(Cc2ccccc2)CCCN(Cc2cccc(C(C)=O)c2)C1 (stereo not drawn),1,i,25,1.2,1.7,7.3,i,0.1,-0.29,-0.13,-0.16,-0.71,-29,754,0.8,892,8%,nt,nt
CCCCn1c(CNC(=O)C(C)(C)C)nc2ccccc21,1.1,i,19,2.1,1.7,6.0,i,3.2,1.9,0.12,1.2,-1.9,-5,786,-1.4,1158,-1%,-0.53,1207
COc1ccc(N2CCN(C(CNC(C)=O)c3ccco3)CC2)cc1 (stereo not drawn),1.1,i,55,1.7,2.8,5.9,i,0.3,0.8,-0.32,0.22,-0.74,-4,739,1.7,1131,7%,0.53,1258
Cc1cccn2c(CN3CCSCC3)c(C(=O)N3CCOCC3)nc12,1.1,i,24,1.9,1.3,6.3,i,0.7,-0.25,-0.32,0.075,0.18,3,733,0.3,1176,20%,0.11,1407
Cn1cc(CN2CCN(CCc3ccccc3)C(CCO)C2)cn1 (stereo not drawn),1.1,i,55,3.6,2.7,6.0,i,0.8,-0.51,-0.16,-0.41,0.57,-4,654,-0.4,1159,10%,0.53,1420
CCOC(=O)C1(CCOC)CCN(Cc2ccc(C3CCCCO3)s2)CC1 (stereo not drawn),1.1,i,9,1.9,2.2,5.3,i,0.7,1.5,-0.26,0.63,-0.42,-2,734,-1.3,1107,18%,-0.21,1375
CCOC(=O)c1c(N)sc(C(=O)N(C)C)c1C,1.2,i,32,1.8,2.0,2.1,i,0.9,-0.38,-0.15,-0.17,0.79,nt,nt,-5.0,1006,-5%,0.11,1321
CCOc1ncccc1C(=O)N1CCCSC1=Nc1ccccc1OC,1.1,i,43,6.5,2.4,5.3,i,0.7,1.4,-0.34,1.1,-0.029,15,714,-3.4,1129,-16%,-0.79,1586
C=CCOc1ccc(CNC(C)(C)CO)cc1OC,1,i,23,2.1,1.8,5.7,i,0.9,0.42,-0.24,-0.51,0.33,nt,nt,nt,nt,6%,nt,nt
CC(C)NC(=O)/C(=C/c1cn(-c2ccccc2)nc1-c1cccc([N+](=O)[O-])c1)NC(=O)c1ccccc1,1,i,33,3.5,1.9,7.5,i,0.3,-0.77,0.67,0.035,0.21,0,676,-2.0,940,3%,-0.35,1295
Cc1nn(-c2ccccc2)c2nc(=O)n(-c3ccccc3)cc12,1,i,35,1.6,1.7,5.5,i,3.6,-0.038,-0.16,0.14,0.18,nt,nt,-0.1,1151,-24%,-0.37,817
C=CCn1c(C(C)NC(=O)c2cccc(C)c2)n[nH]c1=S (stereo not drawn),1,i,30,4.1,1.4,7.9,i,0.3,-0.52,-0.31,-0.071,0.59,2,716,0.8,1511,-1%,0.05,1472
CC(=O)Nc1ccc(S(=O)(=O)Nc2ccc3c(c2)OCCO3)cc1Cl,nt,i,36,nt,nt,nt,i,0.2,0.31,-0.27,0.74,-0.2,-17,701,1.8,1334,nt,-0.23,899
CCN(CC)C(=O)c1[nH]cnc1C(=O)N[C@@H](CC(C)C)C(=O)OCc1ccccc1,1,i,17,1.2,1.2,3.0,i,1.1,0.11,-0.23,0.37,-0.52,-46,678,0.4,1026,8%,1.2,1565
O=C(c1cccs1)c1coc2ccc(O)c(CN(CCO)CCO)c12,1.1,i,17,1.6,1.2,1.2,i,0.8,0.009,-0.2,0.06,-0.6,nt,nt,nt,nt,3%,1.2,777
COC(=O)c1ccccc1NC(=O)C1CCCN(c2nnc(-n3cccc3)s2)C1 (stereo not drawn),0.9,i,42,2.7,3.5,16,i,1.1,-0.13,-0.17,0.17,1.2,7,679,1.5,1084,15%,0.02,1448
COc1ccc2nc(SCc3cccc(C)c3)nc(C)c2c1,1.1,i,47,4.0,1.3,7.0,i,0.5,-0.73,-0.21,-0.5,0.066,-31,603,-2.0,1206,10%,-0.5,1539
Cn1nc(C(F)(F)F)c(-c2ccccc2)c1N,nt,i,23,nt,nt,nt,i,0.5,-0.38,-0.14,-0.4,0.86,1,762,-0.8,1072,nt,0.95,1434
COc1ccccc1CCC(=O)OCC(=O)Nc1ccc(S(N)(=O)=O)cc1,1,i,31,3.2,1.8,3.2,i,0.3,0.41,-0.4,-0.39,0.64,0,711,-1.7,957,7%,1.9,1558
CCOc1ccccc1NC(=O)Nc1cc(OC)ccc1OC,1.1,i,10,2.3,2.2,55,i,1.1,-0.66,-0.27,-0.057,0.46,0,626,-0.7,1108,7%,-0.26,1219
CCOc1ccc(C)cc1-n1nc2ccccc2n1,0.9,i,18,1.7,2.0,6.5,i,1.3,-0.85,-0.18,0.39,0.31,nt,nt,0.7,1397,-5%,-0.65,1196
CCN1CCC2(CC1)N=C(c1ccc(F)cc1)C(=S)N2C(=O)c1ccc(C(C)(C)C)cc1,0.9,i,26,3.4,3.8,7.4,i,0.3,-0.87,-0.26,-0.62,0.4,-11,642,-1.9,1092,8%,-0.24,1458
Cc1cccc(C)c1NC(=O)CCN1C(=O)C2C3CCC(C3)C2C1=O (stereo not drawn),1,i,50,2.4,1.2,1.0,i,0.8,2.4,-0.19,0.79,-0.97,nt,nt,2.1,1398,4%,0,1317
Cc1nc2c(C#N)cnn2c2c1CCN(Cc1ccccc1)N2C,1.1,i,51,1.6,0.9,5.3,i,0.9,-0.4,-0.27,0.44,-0.74,28,652,-3.5,1132,-8%,0.12,1431
Oc1c(Br)cccc1/C=N/Nc1c(F)c(F)c(F)c(F)c1F,1.1,i,33,4.2,2.1,4.5,i,0.2,-0.46,-0.26,-0.34,0.32,-2,655,1.2,1067,11%,-1.2,1357
COc1ccc(C(=O)N/C(=C\c2ccccc2)C(=O)NC(CCSC)C(=O)O)cc1 (stereo not drawn),1.1,i,22,1.9,2.4,12,i,0.7,-0.77,-0.15,-0.41,0.8,nt,nt,-1.3,1417,10%,0.66,1313
Cc1sc2nc(SCC(=O)NCc3cccs3)[nH]c(=O)c2c1C,1.1,i,30,5.4,3.8,4.8,i,1.5,-1.2,-0.36,-0.92,0.04,nt,nt,-4.3,941,-3%,0.23,1261
Cc1onc(-c2ccccc2)c1NC(=O)N(Cc1ccccc1)C(C)C,nt,i,11,nt,nt,nt,i,0.7,-0.68,-0.29,-0.32,0.8,17,702,-0.2,1165,nt,1.6,1143

# Looked up by compound from the list above, 2 records:
SMILES,TNAP activators,T cell modulator,T cell modulator vesicle-bound %,MT stabilize HCS,MT stabilize HCS Hoechst-high %,MT stabilize HCS cytotoxicity %,Myeloid diff MLP,Myeloid diff MLP GFP+ MAC1+ %,Dynein transport,Dynein transport cytoplasmic EGFP,Dynein transport nuclear GR-EGFP,Dynein transport cell count,Lipid droplet,Lipid droplet cells 6.5 µM,bCat nuc transl,bCat nuc transl cell count 5 µM,PMI inhibitors,Insulin prom up,Insulin prom up cell count
Cc1nc2c(C#N)cnn2c2c1CCN(Cc1ccccc1)N2C,1.1,i,51,1.6,0.9,5.3,i,0.9,-0.4,-0.27,0.44,-0.74,28,652,-3.5,1132,-8%,0.12,1431
Oc1c(Br)cccc1/C=N/Nc1c(F)c(F)c(F)c(F)c1F,1.1,i,33,4.2,2.1,4.5,i,0.2,-0.46,-0.26,-0.34,0.32,-2,655,1.2,1067,11%,-1.2,1357

# Rows are unselected (roughly 3% active in at least one column).
